OXTR potentiate = potentiates the human oxytocin receptor response; P30559; CHO-OTR cells, Fluo-8 calcium fluorescence, potentiator mode; 0% = oxytocin EC15, 100% = EC100; activation, % at 3 µM; 320,000 tested, 0.061% active;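 active means activation above that plate's cutoff, the mean activation of tested compounds plus 3 SD, cut at about 6.6% in these data, passing the limit was not always enough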;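 further: 100% uses oxytocin at 75 nM as the full agonist control; some results filed as inactive read as strong as hits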
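System: human OTR in CHO cells / Also added: sub-maximal oxytocin, roughly EC15 / Control set: EC15 oxytocin low, 75 nM oxytocin high / Schedule: 6 min compound pre-incubation at room temperature, 100 s kinetic read / Compound: single-point 3.0 µM / Replication: singlicate / Technique: Fluo-8 calcium dye fluorescence / Read-out basis: % activation of max/min ratio relative to oxytocin controls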
M1 PAM = positive allosteric modulators of human M1 muscarinic receptor. P11229. 360,000 tested, 0.088% active. activation, % at 3 µM. AID 588819. CHO-K1 hM1, Fluo-8 calcium fluorescence, ACh EC20; 0% = ACh EC20, 100% = maximal ACh; in the data active means activation above about 19%, passing the limit was not always enough
Target sequence (P11229 whole entry, looked up): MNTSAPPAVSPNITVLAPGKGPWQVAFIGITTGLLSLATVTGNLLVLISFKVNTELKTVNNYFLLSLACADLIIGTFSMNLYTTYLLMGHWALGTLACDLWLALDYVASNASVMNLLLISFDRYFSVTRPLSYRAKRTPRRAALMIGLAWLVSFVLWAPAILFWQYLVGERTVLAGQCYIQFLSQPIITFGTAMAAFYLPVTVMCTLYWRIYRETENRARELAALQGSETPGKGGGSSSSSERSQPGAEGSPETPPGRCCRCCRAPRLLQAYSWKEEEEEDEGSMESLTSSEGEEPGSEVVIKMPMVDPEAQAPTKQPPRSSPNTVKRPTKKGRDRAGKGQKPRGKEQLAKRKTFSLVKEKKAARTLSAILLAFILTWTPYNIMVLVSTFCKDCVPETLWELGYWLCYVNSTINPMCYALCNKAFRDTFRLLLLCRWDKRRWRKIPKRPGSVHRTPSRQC
CHRM1 agonist = agonists of human M1 muscarinic receptor | AID 588814 | 360,000 tested, 0.33% active | activation, % at 3 µM | CHO-K1 hM1, Fluo-8 calcium fluorescence, agonist mode; 0% DMSO, 100% acetylcholine EC100 | P11229;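 active means activation above the run's mean compound activation plus 3 SD, cut at about 16% in these data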;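 further: peak over basal fluorescence ratio within a 140 s kinetic read after compound addition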
CHO parental Ca = counter-screen: ATP calcium response change in parental CHO cells. 330,000 tested, 0.63% active. parental CHO-K1, ATP-induced calcium, Fluo-8 fluorescence. inhibition, % at 5.6 µM;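 active means inhibition above that plate's mean sample inhibition plus 3 SD, cut at about 26% in these data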;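 further: 0% = ATP-challenged DMSO wells and 100% = DMSO wells without ATP; some compounds past the cut are filed as inactive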
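Assay system: parental CHO cells; Read-out basis: percent inhibition of ATP-evoked calcium rise, normalized to controls; Benchmarks: ATP and no-ATP DMSO wells; Compound dosing: single nominal dose of 5.6 µM per compound; Signal: Fluo-8 calcium dye fluorescence; Also added: ATP as calcium-mobilizing challenge; Repeats: singlicate.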
M4 ag = CHRM4 agonism in calcium assay; activation, % at 3 µM; AID 624127; CHO-K1 hM4/Gqi5, Fluo-8 calcium fluorescence; vehicle 0%, full acetylcholine response 100%; P08173; 360,000 tested, 0.14% active;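 active means activation above the run mean over all test wells plus 3 SD, cut at about 32% in these data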;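 further: peak over basal fluorescence ratio per well then scaled between controls; 0% = DMSO wells and 100% = acetylcholine at EC100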
Target sequence (P08173 whole entry, looked up): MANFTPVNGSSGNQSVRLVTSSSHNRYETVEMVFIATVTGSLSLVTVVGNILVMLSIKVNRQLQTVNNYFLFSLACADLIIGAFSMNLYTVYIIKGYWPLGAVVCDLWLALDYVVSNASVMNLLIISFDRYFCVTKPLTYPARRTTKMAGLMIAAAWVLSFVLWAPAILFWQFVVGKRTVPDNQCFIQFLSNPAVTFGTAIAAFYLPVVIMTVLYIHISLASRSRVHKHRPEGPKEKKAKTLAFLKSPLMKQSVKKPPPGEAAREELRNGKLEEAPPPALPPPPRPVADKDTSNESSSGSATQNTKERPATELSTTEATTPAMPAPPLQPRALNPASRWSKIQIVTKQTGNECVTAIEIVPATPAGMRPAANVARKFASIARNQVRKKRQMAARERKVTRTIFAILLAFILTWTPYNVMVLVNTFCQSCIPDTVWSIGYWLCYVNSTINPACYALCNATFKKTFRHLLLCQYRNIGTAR
M4 antag = blocks acetylcholine activation of human M4 receptor. inhibition, % at 3 µM. 360,000 tested, 0.73% active. P08173. CHO-hM4 cells, ACh EC80, Fluo-8 calcium fluorescence;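 active means inhibition above its plate's cutoff, the mean inhibition of sample wells plus 3 SD, cut at about 27% in these data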;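 further: 0% = acetylcholine EC80 with DMSO and 100% = DMSO without agonist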
CHO-K1 Ca antag = nonselective inhibitor or artifact in parental CHO-K1 cells; 360,000 tested, 0.6% active; inhibition, % at 3 µM; ATP-induced calcium, Fluo-8 fluorescence;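 active means inhibition above a per-plate cutoff, the plate's mean sample inhibition plus 3 SD, cut at about 24% in these data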;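 further: 0% = DMSO plus EC80 ATP and 100% = DMSO alone without ATP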
M1 ag parental = counter-screen for M1 agonists: effect in parental CHO-K1 cells; activation, % at 3 µM; Fluo-8 calcium fluorescence; scaled to maximal ATP response, vehicle zero; 360,000 tested, 0.48% active; in the data active means activation above about 15%;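 further: untransfected CHO-K1 host cells lacking M1 receptor as counterscreen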
CHRM1 antagonist = antagonists of human M1 muscarinic receptor; inhibition, % at 3 µM; 360,000 tested, 1.3% active; CHO-K1 hM1, Fluo-8 calcium fluorescence, ACh EC80 antagonist;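 active means percent inhibition above its own plate's cutoff, namely the mean of that plate's compound wells plus 3 SD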;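 further: peak over basal fluorescence ratio during 140 s after agonist addition; 0% = ACh EC80 plus DMSO and 100% = DMSO alone without agonist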
* marks the source's active call; other numbers are inactive results.

How did CCOCCn1c(CN(C)Cc2ccccc2)nc2c1c(=O)n(C)c(=O)n2C do in these assays?
OXTR potentiate: -4; M1 PAM: -4; CHRM1 agonist: 0; CHO parental Ca: -4; M4 ag: 2; M4 antag: 1; CHO-K1 Ca antag: -11; M1 ag parental: 1.3; CHRM1 antagonist: 9

How did COc1ccc(/C(C)=N/N2CCOCC2)c(O)c1 do in these assays?
OXTR potentiate: -4; M1 PAM: 6; CHRM1 agonist: -3; CHO parental Ca: -11; M4 ag: 1; M4 antag: -5; CHO-K1 Ca antag: -1; M1 ag parental: 0.3; CHRM1 antagonist: -18

What do the screens show for `N=c1c2ccccc2nc2n1CCCCC2`?
M1 PAM: -18; CHRM1 agonist: -9; M4 ag: 0; M4 antag: 13; CHO-K1 Ca antag: 34*; M1 ag parental: -0.1; CHRM1 antagonist: 3

How did Cn1cc(S(=O)(=O)NC(c2ccccc2)c2ccccc2)c(=O)n(C)c1=O do in these assays?
OXTR potentiate: -11; M1 PAM: 13; CHRM1 agonist: -2; CHO parental Ca: -12; M4 ag: 0; M4 antag: -6; CHO-K1 Ca antag: -16; M1 ag parental: 0.9; CHRM1 antagonist: -10

What do the screens show for `CC1=NN(c2ccccc2C)C(=O)C1`?
M1 PAM: 3; CHRM1 agonist: -2; M4 ag: 1; M4 antag: -5; CHO-K1 Ca antag: -9; M1 ag parental: 0.3; CHRM1 antagonist: -14

Results for NCCCn1c(C(=O)c2cc(Cl)c(N)c(Cl)c2)c2ccc([N+](=O)[O-])cc2[n+]1[O-] ?
OXTR potentiate: -10; M1 PAM: 15; CHRM1 agonist: -7; CHO parental Ca: -15; M4 ag: 1; M4 antag: -9; CHO-K1 Ca antag: -11; M1 ag parental: 0.6; CHRM1 antagonist: -16

What do the screens show for `O=C(NCC1CCCN1S(=O)(=O)c1cccs1)C(=O)Nc1ccccc1Cl` (stereo not given)?
OXTR potentiate: -8; M1 PAM: -7; CHRM1 agonist: -5; CHO parental Ca: 2; M4 ag: 6; M4 antag: 20; CHO-K1 Ca antag: 0; M1 ag parental: 2.2; CHRM1 antagonist: 3

Results for COc1ccc(/C(C)=N/NC(=O)CNC(=O)/C=C\c2ccccc2)c(OC)c1 ?
OXTR potentiate: -2; M1 PAM: 17; CHRM1 agonist: -2; CHO parental Ca: -3; M4 ag: 2; M4 antag: -2; CHO-K1 Ca antag: -12; M1 ag parental: -0.4; CHRM1 antagonist: -20

How did COc1ccc(C(=O)Cn2nnc(-c3ccccc3NC(=O)C(F)(F)F)n2)cc1 do in these assays?
OXTR potentiate: -8; M1 PAM: -7; CHRM1 agonist: -5; CHO parental Ca: -10; M4 ag: 0; M4 antag: 2; CHO-K1 Ca antag: -16; M1 ag parental: 1.0; CHRM1 antagonist: -7

Results for COC(=O)Cc1cc(OC)c(OC)cc1S(=O)(=O)N(C)C ?
OXTR potentiate: 0; M1 PAM: 9; CHRM1 agonist: -5; CHO parental Ca: -14; M4 ag: 1; M4 antag: -4; CHO-K1 Ca antag: -10; M1 ag parental: 0.7; CHRM1 antagonist: -11

Results for CC(C)(C)c1cc[n+](-c2[nH]c(=O)sc2/C=N/N=C(\[O-])c2cccnc2)cc1 ?
OXTR potentiate: -1; M1 PAM: 8; CHRM1 agonist: 3; CHO parental Ca: -11; M4 ag: 0; M4 antag: 7; CHO-K1 Ca antag: 9; M1 ag parental: 13; CHRM1 antagonist: -8

What do the screens show for `O=C(c1ccc(F)cc1F)N1CCCC(c2nc(-c3ccc(F)cc3)no2)C1` (stereo not given)?
OXTR potentiate: -18; M1 PAM: 8; CHRM1 agonist: 0; CHO parental Ca: -7; M4 ag: 9; M4 antag: 4; CHO-K1 Ca antag: -4; M1 ag parental: 2.0; CHRM1 antagonist: -9

How did CCN(CC)CCNC(=S)Nc1ccc2nc(N3CCN(C)CC3)cc(C)c2c1 do in these assays?
OXTR potentiate: -7; M1 PAM: 7; CHRM1 agonist: -8; CHO parental Ca: -12; M4 ag: 1; M4 antag: 8; CHO-K1 Ca antag: -2; M1 ag parental: -0.1; CHRM1 antagonist: -12

How did CSc1ccc(NC(N)=S)cc1 do in these assays?
OXTR potentiate: 4; M1 PAM: 4; CHRM1 agonist: -8; CHO parental Ca: 7; M4 ag: 1; M4 antag: -11; CHO-K1 Ca antag: -6; M1 ag parental: -0.3; CHRM1 antagonist: -1

Results for COc1ccc(S(=O)(=O)N(CC(=O)NCc2cccnc2)c2ccc(C)cc2)cc1OC ?
OXTR potentiate: -9; M1 PAM: -1; CHRM1 agonist: -5; CHO parental Ca: -13; M4 ag: 12; M4 antag: -16; CHO-K1 Ca antag: -13; M1 ag parental: 4.5; CHRM1 antagonist: 12

How did CC(=O)CC(=O)Nc1ncc(C(F)(F)F)cc1Cl do in these assays?
OXTR potentiate: -9; M1 PAM: -1; CHRM1 agonist: -3; CHO parental Ca: -12; M4 ag: 1; M4 antag: 0; CHO-K1 Ca antag: 14; M1 ag parental: 0.2; CHRM1 antagonist: 6

What do the screens show for `COc1ccccc1N1CCN(C(=O)c2ccoc2C)CC1`?
OXTR potentiate: -3; M1 PAM: 11; CHRM1 agonist: 0; CHO parental Ca: -32; M4 ag: 0; M4 antag: 6; CHO-K1 Ca antag: 1; M1 ag parental: 0.9; CHRM1 antagonist: -8

What do the screens show for `Cc1ccc(C)n1-c1ccc(N(C)C)cc1`?
OXTR potentiate: -6; M1 PAM: 3; CHRM1 agonist: -6; CHO parental Ca: -2; M4 ag: 1; M4 antag: 8; CHO-K1 Ca antag: -1; M1 ag parental: -0.2; CHRM1 antagonist: -5

Results for CCOc1ccc2nc(N/C(N)=N/C(=S)Nc3ccc(OC)cc3)nc(C)c2c1 ?
OXTR potentiate: -10; M1 PAM: 1; CHRM1 agonist: -6; CHO parental Ca: -30; M4 ag: 1; M4 antag: 4; CHO-K1 Ca antag: -7; M1 ag parental: -0.3; CHRM1 antagonist: 2

What do the screens show for `COc1ccc(CCn2nnc3ccccc3c2=O)cc1OC`?
M1 PAM: -1; CHRM1 agonist: -2; M4 ag: 5; M4 antag: -3; CHO-K1 Ca antag: -5; M1 ag parental: 1.7; CHRM1 antagonist: -7

Gathered by group, those above containing fluorine.
How did COc1ccc(C(=O)Cn2nnc(-c3ccccc3NC(=O)C(F)(F)F)n2)cc1 do in these assays?
OXTR potentiate: -8; M1 PAM: -7; CHRM1 agonist: -5; CHO parental Ca: -10; M4 ag: 0; M4 antag: 2; CHO-K1 Ca antag: -16; M1 ag parental: 1.0; CHRM1 antagonist: -7

What do the screens show for `O=C(c1ccc(F)cc1F)N1CCCC(c2nc(-c3ccc(F)cc3)no2)C1` (stereo not given)?
OXTR potentiate: -18; M1 PAM: 8; CHRM1 agonist: 0; CHO parental Ca: -7; M4 ag: 9; M4 antag: 4; CHO-K1 Ca antag: -4; M1 ag parental: 2.0; CHRM1 antagonist: -9

How did CC(=O)CC(=O)Nc1ncc(C(F)(F)F)cc1Cl do in these assays?
OXTR potentiate: -9; M1 PAM: -1; CHRM1 agonist: -3; CHO parental Ca: -12; M4 ag: 1; M4 antag: 0; CHO-K1 Ca antag: 14; M1 ag parental: 0.2; CHRM1 antagonist: 6

Continuation:
Results for CCC(=O)Nc1ccc(NC(=S)NC(=O)Cc2ccccc2)cc1 ?
OXTR potentiate: -11; M1 PAM: 4; CHRM1 agonist: 2; CHO parental Ca: 3; M4 ag: 5; M4 antag: 0; CHO-K1 Ca antag: 1; M1 ag parental: 3.5; CHRM1 antagonist: -3

How did COc1ccc(OC)c(N(CC(=O)Nc2cccnc2)S(C)(=O)=O)c1 do in these assays?
OXTR potentiate: -4; M1 PAM: -3; CHRM1 agonist: -2; CHO parental Ca: -4; M4 ag: -1; M4 antag: 3; CHO-K1 Ca antag: -13; M1 ag parental: 0.2; CHRM1 antagonist: -12

How did Cc1ccc(C(=O)NC(=S)N2CCCC2)cc1 do in these assays?
OXTR potentiate: 0; M1 PAM: 10; CHRM1 agonist: -1; CHO parental Ca: 0; M4 ag: 0; M4 antag: 9; CHO-K1 Ca antag: 0; M1 ag parental: 0.6; CHRM1 antagonist: -15

Results for CC(C)C(=O)c1c(C(C)C)nn2ccccc12 ?
OXTR potentiate: -13; M1 PAM: 7; CHRM1 agonist: 2; CHO parental Ca: -5; M4 ag: 0; M4 antag: -11; CHO-K1 Ca antag: 9; M1 ag parental: 4.2; CHRM1 antagonist: -22

How did COc1ccccc1NS(=O)(=O)c1cc(NC(=O)c2cccs2)ccc1N1CCCCC1 do in these assays?
OXTR potentiate: 0; M1 PAM: 5; CHRM1 agonist: -2; CHO parental Ca: -10; M4 ag: 0; M4 antag: -1; CHO-K1 Ca antag: 11; M1 ag parental: 0.0; CHRM1 antagonist: -5

How did CCc1nc2c(OCc3ccc(C(F)(F)F)cc3)cccn2c1N(C)C(=O)c1ccc(OC)cc1 do in these assays?
M1 PAM: -12; CHRM1 agonist: -8; M4 ag: -1; M4 antag: -10; CHO-K1 Ca antag: 9; M1 ag parental: -0.3; CHRM1 antagonist: 6

Results for COC(=O)c1ccccc1NC(=O)CC#N ?
OXTR potentiate: -1; M1 PAM: -2; CHRM1 agonist: 0; CHO parental Ca: -12; M4 ag: 1; M4 antag: -8; CHO-K1 Ca antag: -2; M1 ag parental: 0.5; CHRM1 antagonist: -10

Results for CC(=O)Nc1ccc(CN2CCN(Cc3ccc(F)c(F)c3)C(CCO)C2)cc1 (stereo not given) ?
OXTR potentiate: -2; M1 PAM: -13; CHRM1 agonist: -13; CHO parental Ca: -19; M4 ag: 1; M4 antag: 6; CHO-K1 Ca antag: 4; M1 ag parental: 0.0; CHRM1 antagonist: 10

What do the screens show for `COc1cccc(C(=O)/C=C/Nc2cccc(O)c2)c1`?
OXTR potentiate: -8; M1 PAM: 9; CHRM1 agonist: -2; CHO parental Ca: -12; M4 ag: 2; M4 antag: 5; CHO-K1 Ca antag: -10; M1 ag parental: 1.2; CHRM1 antagonist: -18

What do the screens show for `Cn1cc(SCC(=O)N2CCCc3ccccc32)c2ccccc21`?
OXTR potentiate: -6; M1 PAM: 3; CHRM1 agonist: 0; CHO parental Ca: -16; M4 ag: 7; M4 antag: -3; CHO-K1 Ca antag: -6; M1 ag parental: 1.9; CHRM1 antagonist: 0

How did Cc1ccc(SCCC(=O)NCCSCc2ccco2)cc1 do in these assays?
OXTR potentiate: -12; M1 PAM: 3; CHRM1 agonist: -5; CHO parental Ca: -20; M4 ag: -1; M4 antag: -17; CHO-K1 Ca antag: -16; M1 ag parental: -0.5; CHRM1 antagonist: 1

What do the screens show for `Cc1cnc(NC(=O)CSc2nnc(Cc3ccccc3)o2)s1`?
OXTR potentiate: 5; M1 PAM: 6; CHRM1 agonist: -2; CHO parental Ca: -11; M4 ag: 0; M4 antag: 3; CHO-K1 Ca antag: 8; M1 ag parental: -0.1; CHRM1 antagonist: -2

Assay outcomes as filed in PubChem BioAssay.

This is a random part of the collection. Share with any hit: about 2.9%.
